Screening results: PubChem BioAssay, Broad Institute
LGR2 inh: inhibitors of bursicon-induced Drosophila LGR2 receptor cAMP signaling. AID 720647. 380,000 compounds, 0.35% hits. inhibition, % at 9.99 µM. HEK293 LGR2, CRE-luciferase, bursicon-stimulated, 4 h;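 active means drop in luminescence signal, shown as inhibition above about 50% in the replicate tests, limit read from the data, passing the limit was not always enough; inconclusive means probably only some replicates passing the limit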;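 further: agonist challenge used bursicon conditioned medium at about half maximal strength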
FN deposition inh: fibronectin deposition inhibition | AH1F fibroblasts, Alexa488-fibronectin deposition fluorescence, overnight | inhibition, % at 12.6 µM | 350,000 compounds, 0.086% hits;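 active means mean inhibition across replicates of 30% or more, regardless of how many single replicates reach that level; inconclusive means mean under 30% yet at least half of replicates reach 30%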;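 further: positive control wells lacked labelled fibronectin entirely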
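Assay system: AH1F fibroblasts assembling fluorescent fibronectin matrix; Amount: 10000 AH1F cells per well; Buffer or medium: DMEM, 2% serum; Probe or stimulus: Alexa488-fibronectin, 24 nM final in well; Doses: single compound dose, delivered by pin transfer; Incubation: 1 h adhesion, overnight exposure; Measured by: fluorescence 485/525 nm; Read-out: fibronectin deposition inhibition.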
Casp6 inh: inhibitors of human caspase-6. P55212. purified caspase-6, Z-VEID-R110 cleavage fluorescence. inhibition, % at 12.5 µM. 350,000 compounds, 0.53% hits. AID 686996;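 active means mean inhibition across replicates at least about 35%, with every replicate also reaching that limit, limit read from the data; inconclusive means only one of the two criteria met; inactive means neither criterion met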;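 further: 0% = median of neutral control wells and 100% = no fluorescence left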
Target sequence (P55212 24-179 limits assumed): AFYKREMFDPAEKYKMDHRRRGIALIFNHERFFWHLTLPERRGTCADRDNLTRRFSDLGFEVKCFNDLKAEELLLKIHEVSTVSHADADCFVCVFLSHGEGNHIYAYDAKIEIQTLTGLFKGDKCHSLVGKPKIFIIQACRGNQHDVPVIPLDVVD
Target sequence (P55212 194-293 limits assumed): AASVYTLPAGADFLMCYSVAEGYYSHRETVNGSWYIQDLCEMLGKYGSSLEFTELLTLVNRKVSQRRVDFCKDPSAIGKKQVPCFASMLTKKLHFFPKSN
SIRT5 block: blocks human SIRT5 desuccinylation of peptide. AID 652115. Q9NXA8. 330,000 compounds, 1.1% hits. inhibition, % at 15 µM. Purified SirT5, succinyl-peptide AMC, trypsin-coupled fluorescence; in the data active means inhibition above about 15%; inconclusive means no clear call, values can overlap the other calls
Target sequence (Q9NXA8 whole entry, looked up): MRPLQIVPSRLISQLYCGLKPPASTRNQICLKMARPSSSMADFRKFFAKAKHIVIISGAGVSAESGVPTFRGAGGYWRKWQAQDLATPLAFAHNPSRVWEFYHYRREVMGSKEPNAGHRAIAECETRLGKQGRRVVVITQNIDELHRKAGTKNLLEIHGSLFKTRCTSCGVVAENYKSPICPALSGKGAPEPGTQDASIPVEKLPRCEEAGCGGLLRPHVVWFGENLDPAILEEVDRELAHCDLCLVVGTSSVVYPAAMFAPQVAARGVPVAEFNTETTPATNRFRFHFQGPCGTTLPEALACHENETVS
C2C12 statin: suppressors of simvastatin-induced myotoxicity in C2C12 myotubes | ATP luminescence, 48 h; scaled: DMSO 0, geranylgeraniol control 100 | rescue of ATP level, % at 7.49 µM | 330,000 compounds, 0.78% hits | AID 602340;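 active means mean ATP rescue above about 67%, or every replicate alone reaching that limit, limit read from the data, passing the limit was not always enough; inconclusive means no clear call, values can overlap the other calls; inactive means mean under the limit and some replicate under it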;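 further: myotubes were challenged with 10 µM simvastatin during compound exposure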
S100A4 MyoIIA: inhibitors of human S100A4 binding to myosin IIA peptide; P26447; S100A4/TAMRA-MyoIIA peptide fluorescence polarization; inhibition, % at 10.7 µM; 360,000 compounds, 0.14% hits; AID 652163;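 active means mean inhibition of at least 70% across replicates, with every replicate also reaching that level; inconclusive means mean inhibition reaches 70% but some replicates fall short; inactive means mean inhibition below 70%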
Target sequence (P26447 whole entry, looked up): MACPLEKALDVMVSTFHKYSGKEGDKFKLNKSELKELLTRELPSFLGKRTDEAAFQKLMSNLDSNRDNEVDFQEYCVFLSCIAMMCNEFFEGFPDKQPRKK
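Material: S100A4 monomer protein | Medium: HEPES pH 7.2 with CaCl2, KCl, NaCl, DTT, Triton | Reagent: Labelled myosin peptide probe, 5 nM | Doses: One dose per compound | Times: 5 min incubation before reading | Benchmarks: Neutral control DMSO, positive control TFP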
esBAF inh: SWI/SNF esBAF complex inhibition. mouse ES cells, Bmi1-luciferase knock-in reporter, 24 h; 100% = twice the neutral-well signal. reporter increase, % at 12.5 µM. 350,000 compounds, 2% hits. AID 602393; in the data active means activation above about 40%; inconclusive means no clear call, values can overlap the other calls;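 further: 0% = median of the plate's neutral control wells and 100% = double that signal; a rise in the Bmi1 reporter signal indicates esBAF inhibition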
An asterisk follows results filed as active; u = inconclusive; x = no result given; & = joins results of further samples. An excerpt; rates above refer to the full screens.

SMILES | LGR2 inh | FN deposition inh | Casp6 inh | SIRT5 block | C2C12 statin | S100A4 MyoIIA | esBAF inh
COC(=O)[C@@H]1[C@@H](CO)[C@@H]2Cn3c(ccc(-c4cccnc4)c3=O)[C@H]1N2S(=O)(=O)c1ccccc1C | -3 | x | 2 | -40 | -19 | 5 | 1
CCOP(=O)(OCC)C(O)c1cccc([N+](=O)[O-])c1 (stereo not given) | -6 | x | -2 | x | x | -5 | x
COc1cccc(C2CC3C(=O)C=CC2N3Cc2ccccc2)c1 (stereo not given) | -5 | 1 | 15 | 1 | x | -8 | x
Cc1cccc(C)c1-n1nnnc1C(c1cc2ccccc2o1)N1CCC(n2c(=O)[nH]c3ccccc32)CC1 (stereo not given) | 78* | 5 | -1 | 0 | -48 | 0 | -22
Cc1c(C)c2ccc(OCC(=O)N3CCC(C(=O)O)(c4ccccc4)CC3)c(C)c2oc1=O | 4 | x | 0 | -17 | 2 | -3 | 6
O=[N+]([O-])c1cccc(CN2CCN(Cc3ccc(Br)cc3)CC2)c1 | 20 | 4 | 5 | 0 | x | 2 | x
Fc1ccc(CNCCc2c[nH]c3ccccc23)cc1 | 0 | 8 | -5 | 0 | -14 | -7 | -4
CN1C(=O)CCC2(C)C1=CCC1C2CCC2(C)C1CCC2(C)O (stereo not given) | 17 | 4 | 1 | -3 | -4 | -1 | x
C[C@]12CCC(=O)C[C@H]1CC[C@@H]1[C@@H]2CC[C@]2(C)C(=O)CC[C@@H]12 | 4 | x | 13 | -2 | 5 | 0 | -8
O=P(NS(=O)(=O)c1ccc(Br)cc1)(Oc1ccccc1)Oc1ccccc1 | -6 | x | 1 | -1 | 1 | -1 | -2
Cc1ccc(C)c(C2(O)CC(C)N(C)CC2C)c1 (stereo not given) | 0 | x | x | x | 1 | x | -2
CCOC(=O)[C@@H]1[C@H]2COc3ccc(Br)cc3[C@@H]2N2C(=O)N(c3cccc(C)c3)C(=O)[C@]12C | -3 | -4 | -2 | x | 6 | 4 | -6
COc1c(OP2(=S)OCC(C)(C)CO2)cnn(C2CCCCC2)c1=O | 6 | 5 | 1 | -2 | x | 4 | x
O=C(O)CCn1cc(C=C2C(=O)NC(=S)NC2=O)c(-c2cccc(Cl)c2)n1 | 10 | -16 | 1 | 0 | x | -4 | x
CCOP(=O)(C#CC(C)(C)C)C(O)(c1ccccc1)C(F)(F)F (stereo not given) | -3 | x | x | x | -17 | x | -4
CCN1CCN(c2nc3c(c(=O)[nH]2)CCC3)CC1 | 11 | 2 | 1 | 0 | -5 | -2 | 11
COc1ccc(-n2c(C)cc(C(=O)C[N+]34CCN(CC3)CC4)c2C)cc1 | 16 | -1 | -9 | 1 | -3 | 0 | -6
O=c1[nH]c(=S)n(C2CC2)c(O)c1/C=N/Nc1cccc2ccccc12 | 16 | 3 | x | x | 11 | x | 16
Cn1c(O)c(N=Nc2cccc(S(=O)(=O)N3CCOCC3)c2)c(=O)n(C)c1=O | -13 | 8 | -3 | 0 | 10 | -2 | -9
CCCc1c(C)nc(SCC(=O)C(C)(C)C)nc1OC(=O)N(C)C | 14 | -6 | -2 | -3 | 6 | -4 | 0
O=C(Cc1ccccn1)N1CCCCN2[C@H](C1)[C@@H](c1ccc(-c3ccc(F)cc3)cc1)[C@@H]2CO | 2 | x | 1 | 0 | x | -6 | x
CCCOc1ccc(N2C(=O)CC(N3CC=C(c4ccccc4)CC3)C2=O)cc1 (stereo not given) | 5 | -8 | 0 | -2 | -6 | 18 | 5
COc1ccc(/C=C2\C(=O)NC(=O)N(CCC3=CCCCC3)C2=O)c(OC)c1 | -4 | -1 | 13 | 1 | -2 | -4 | 0
Cc1ccc(OP2(=O)Nc3cc(C)c(C)cc3S2)cc1 (stereo not given) | x | -7 | 1 | x | 0 | 3 | u
Cc1cccnc1-n1c(CN2C(=O)c3ccccc3C2=O)nc2ccccc2c1=O | x | 4 | x | x | 8 | x | 0
Carrying on.
SMILES | LGR2 inh | FN deposition inh | Casp6 inh | SIRT5 block | C2C12 statin | S100A4 MyoIIA | esBAF inh
Cc1ncc(CN2CCCC(C(=O)c3ccc(C(C)(C)C)cc3)C2)s1 (stereo not given) | -2 | x | 2 | -2 | x | 4 | x
COc1ccc(CC(=O)Nc2ccc(C#N)c(Cl)c2)cc1S(=O)(=O)N1CCOCC1 | -1 | 2 | -4 | 0 | x | 3 | x
COc1ccc(F)cc1C(=O)C1CCCN(Cc2cnc(C)s2)C1 (stereo not given) | x | 1 | -4 | -1 | x | 1 | x
Cc1nc2ccccc2c(=O)n1-c1ccccc1C(F)(F)F | 6 | x | -1 | -5 | -9 | -1 | -5
COc1ccc(OC)c(CNCCc2ccc(OC)c(OC)c2)c1 | -6 | -6 | 2 | -6 | -8 | -27 | -8
OCC1OC(n2cnc3cc(Cl)c(Cl)cc32)C(O)C1O (stereo not given) | 19 | 15 | 9 | x | 9 | -1 | -12
O=C(O)CC1OCC=C2CN3CCC45c6ccccc6NC4C1C2CC35 (stereo not given) | 0 | 0 | -2 | 3 | 9 | -12 | 5
N#CC1c2ccccc2-n2nncc2CN1Cc1cc(Cl)cc(Cl)c1 (stereo not given) | 102* | x | 2 | 0 | -213 | 3 | -65
COC(=O)C1=C(c2ccc(F)cc2OCc2ccccc2)C[C@@H]2CC[C@H]1N2C(=O)NC1CC1 | -31 | -5 | 2 | -1 | -16 | 1 | -6
CCN(CC)C(=O)c1ccc(NC(=O)COc2ccc([N+](=O)[O-])cc2Cl)cc1 | 12 | 6 | x | x | 6 | x | 16
Cc1ccc(-n2c(O)c(C=NCCN(C)C)c(=O)[nH]c2=O)cc1 | 3 | -8 | -3 | -1 | x | 3 | x
COc1ccc(CCNCc2cc(OC)cc(OC)c2)cc1 | -20 | -2 | -3 | -2 | 8 | 9 | -8
CC(C)N(C(=O)CCl)c1ccccc1 | 5 | -2 | x | 1 | -12 | 7 | -8
CN1CCN(C(=O)Cc2ccccc2)CC1 | x | -4 | 0 | -5 | x | -12 | x
C[N+](C)(C)CC1CCCC1=O (stereo not given) | 8 | x | 0 | x | x | 2 | x
CCc1cccc(CC)c1N(COC)C(=O)CCl | -36 | -1 | -2 | -3 | -7 | -1 | 0
COC(=O)C1=C(c2ccc(-c3ccccc3)c(F)c2)C[C@@H]2CC[C@H]1N2C(=O)NCc1ccco1 | 7 | -12 | -1 | 2 | 1 | 2 | -4
C=CCn1c(O)c(C(C)=NCC2CCCO2)c(=O)[nH]c1=O (stereo not given) | 16 | -2 | -2 | -1 | x | -5 | x
O=C(CN1CCN(C(=O)COc2cccc(F)c2)CC1)Nc1ccc(Cl)c(C(F)(F)F)c1 | 5 | 4 | -4 | -3 | 10 | 0 | 9
Cc1cc(Cl)ccc1C(=O)C1CCCN(Cc2ccon2)C1 (stereo not given) | -1 | x | 0 | -2 | x | 6 | x
COc1cccc(C(=O)C2CCCN(Cc3ccc(F)cc3)C2)c1 (stereo not given) | 6 | -4 | 3 | -2 | 6 | -4 | -7
C[C@]12CC[C@H](O)CC1C(=O)CC1C2CC[C@@]2(C)C1CC[C@@H]2O (stereo not given in full) | -13 | -6 | -1 | 1 | x | -2 | x
O=C(c1ccc(Cl)cc1)N1CCC2(CC1)OCCO2 | 1 | -14 | 0 | -1 | 6 | -39 | -4
CC(=O)c1ccc(OCC(=O)N2CCCC(N(C)Cc3ccccc3)C2)cc1 (stereo not given) | 13 | 5 | -1 | 2 | x | -5 | x
O=C(Cc1ccccc1)OCC(=O)c1ccccc1 | -2 | x | 1 | 0 | 1 | 0 | 4

Five entries from above, set out differently:
| SMILES | LGR2 inh | FN deposition inh | Casp6 inh | SIRT5 block | C2C12 statin | S100A4 MyoIIA | esBAF inh |
| --- | --- | --- | --- | --- | --- | --- | --- |
| CC(=O)c1ccc(OCC(=O)N2CCCC(N(C)Cc3ccccc3)C2)cc1 (stereo not given) | 13 | 5 | -1 | 2 | x | -5 | x |
| C[N+](C)(C)CC1CCCC1=O (stereo not given) | 8 | x | 0 | x | x | 2 | x |
| CC(C)N(C(=O)CCl)c1ccccc1 | 5 | -2 | x | 1 | -12 | 7 | -8 |
| Cc1cc(Cl)ccc1C(=O)C1CCCN(Cc2ccon2)C1 (stereo not given) | -1 | x | 0 | -2 | x | 6 | x |
| O=C(Cc1ccccc1)OCC(=O)c1ccccc1 | -2 | x | 1 | 0 | 1 | 0 | 4 |

Continuation:
SMILES | LGR2 inh | FN deposition inh | Casp6 inh | SIRT5 block | C2C12 statin | S100A4 MyoIIA | esBAF inh
N#Cc1cccc(-c2ccc([C@H]3[C@H]4CN(C(=O)Cc5ccncc5)CCCCN4[C@H]3CO)cc2)c1 | 6 | x | 3 | 1 | x | -17 | x
C[C@H]1CCCC(=O)CCC/C=C/c2cc(O)cc(O)c2C(=O)O1 | 34 | -9 | -1 | -4 | 7 | 0&-2 | 12
COC(=O)C1=C(c2cc3ccccc3o2)C[C@@H]2CC[C@H]1N2C(=O)N1CCCC1 | 5 | 4 | x | x | 9 | x | -1
COc1ccccc1CCNCc1cccc(C(F)(F)F)c1 | 1 | 4 | -2 | 1 | -4 | -8 | 3
CC(C)N(Cc1ccco1)/N=C/c1c(O)n(Cc2ccccc2)c(=O)[nH]c1=O | x | 0 | 3 | -3 | 6 | 0 | 5
O=C(Cn1cc(C=C2C(=O)NC(=O)NC2=O)c2ccccc21)NCC1CCCO1 (stereo not given) | -3 | 2 | 1 | -1 | 12 | 15 | -1
CCCCn1c(N)c(N(CCOC)C(=O)CN2CC=C(c3ccccc3)CC2)c(=O)[nH]c1=O | 4 | -1 | x | 1 | x | -1 | x
C[C@]12CCC3[C@@H](CCC4=CC(=O)CC[C@@]43CO)C1CCC2=O (stereo not given in full) | 6 | 16 | 1 | -8 | -1 | -8 | -3
Cc1ccc2nc(-c3ccc(CN4CCC(n5c(=O)[nH]c6cc(Cl)ccc65)CC4)cc3)c(-c3ccccc3)nc2c1 | -13 | -3 | -3 | 4 | x | -1 | x
COc1ccc(C(=O)OCC2CN2c2cccc([N+](=O)[O-])c2)cc1 (stereo not given) | -11 | -4 | 4 | -1 | x | -11 | x

Shown comma-delimited: part of the list above.
molecule,LGR2 inh,FN deposition inh,Casp6 inh,SIRT5 block,C2C12 statin,S100A4 MyoIIA,esBAF inh
C[C@H]1CCCC(=O)CCC/C=C/c2cc(O)cc(O)c2C(=O)O1,34,-9,-1,-4,7,0&-2,12
COc1ccccc1CCNCc1cccc(C(F)(F)F)c1,1,4,-2,1,-4,-8,3
